# Assay outcomes: PubChem BioAssay, several laboratories
# DAX1 inh-1: DAX1 (NR0B1) inhibitors, primary screen, cell-based, HEK293, Gal4-DAX1, luciferase luminescence | HEK293 Gal4-DAX1 luciferase reporter | AID 504766, 2011 | hit rate 0.99% among 340,000 | Nuclear receptor subfamily 0 group B member 1 (Homo sapiens), P51843 | inhibition, % at 6.75 µM;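 active = inhibition above the mean over all tested compounds plus 3 SD, cut at about 4.2% in these data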;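 also: 0% = DAX1-transfected cells with DMSO and 100% = empty-vector control cells with DMSO; inhibition shows as a rise in luminescence from relieved DAX1 repression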
# Target sequence (P51843 207-470 limits assumed): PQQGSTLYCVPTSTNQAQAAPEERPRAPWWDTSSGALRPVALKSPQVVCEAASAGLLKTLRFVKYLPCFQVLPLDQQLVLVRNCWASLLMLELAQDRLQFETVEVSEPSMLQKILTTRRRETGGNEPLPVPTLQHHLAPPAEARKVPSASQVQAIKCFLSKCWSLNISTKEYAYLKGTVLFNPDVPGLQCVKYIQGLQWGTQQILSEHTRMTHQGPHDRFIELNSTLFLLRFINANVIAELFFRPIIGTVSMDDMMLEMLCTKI
# PLCb3 inh: human PLC-beta3 inhibitors, primary screen, biochemical, fluorescence | hit rate 0.18% among 370,000 | inhibition, % at 12.2 µM | Purified PLC-beta3, fluorogenic substrate | 1-phosphatidylinositol 4,5-bisphosphate phosphodiesterase beta-3 (Homo sapiens), Q01970; in the data active = inhibition above about 11%;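 also: 0% = median of compound wells on plate and 100% = full blocker control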
# DAX1 inh-2: DAX1 (NR0B1) inhibitors on StAR promoter, primary screen, cell-based, luminescence, SF-1 (NR5A1), full-length DAX-1; HEK293T StAR-luciferase reporter, SF-1/DAX-1 repression relief; inhibition, % at 6.8 µM; hit rate 1.1% among 370,000; AID 652010, 2013;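 active = inhibition above the mean over all tested compounds plus 3 SD, cut at about 3.6% in these data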;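 also: 0% = DAX-1 cells with DMSO and 100% = cells lacking DAX-1 with DMSO; higher inhibition means more luminescence from relief of DAX-1 repression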
# sPLA2-III inh: human group III sPLA2 inhibitors, primary screen, biochemical, QFRET, BODIPY PC-A2 liposome substrate | Group 3 secretory phospholipase A2 (Homo sapiens), Q9NZ20 | hit rate 0.56% among 370,000 | inhibition, % at 12.2 µM | QFRET BODIPY PC-A2 liposome hydrolysis, fluorescence | AID 743126, 2013;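 active = inhibition above mean plus 3 SD of compounds lying within the high and low control bounds, cut at about 19% in these data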;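 also: 0% = median of test compound wells and 100% = no enzyme DMSO wells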
# Target sequence (Q9NZ20 whole entry, looked up): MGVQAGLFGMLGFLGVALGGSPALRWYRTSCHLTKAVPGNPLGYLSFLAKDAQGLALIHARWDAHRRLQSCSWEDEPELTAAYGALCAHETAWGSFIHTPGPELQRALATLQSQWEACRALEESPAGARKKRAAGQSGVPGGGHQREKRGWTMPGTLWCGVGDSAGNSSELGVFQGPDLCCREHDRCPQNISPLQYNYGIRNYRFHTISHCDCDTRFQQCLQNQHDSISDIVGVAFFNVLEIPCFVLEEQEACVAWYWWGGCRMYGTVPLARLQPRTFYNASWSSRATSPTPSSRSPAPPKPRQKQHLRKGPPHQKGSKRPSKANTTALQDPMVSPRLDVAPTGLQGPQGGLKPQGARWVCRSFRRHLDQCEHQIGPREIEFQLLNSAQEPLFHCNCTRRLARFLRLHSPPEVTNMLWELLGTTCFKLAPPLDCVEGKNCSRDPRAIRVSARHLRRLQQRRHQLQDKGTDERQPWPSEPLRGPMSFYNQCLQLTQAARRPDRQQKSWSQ
# hcDAF12 agonist: H. contortus DAF-12 nuclear receptor activators, primary screen, cell-based, luminescence, HEK293, lit1-tk-luc reporter; HEK293 hcDAF-12 lit1-tk-luc reporter; 0% DMSO, 100% Δ7-dafachronic acid; activation, % at 6.8 µM; hit rate 1.4% among 370,000;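 active = activation above the mean of all tested compounds plus 3 SD, cut at about 5.5% in these data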;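 also: 100% = response to 3 µM Δ7-dafachronic acid high control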
# PG9 Ab binder: binders of HIV-1 gp120 antibody PG9, primary screen, biochemical, TR-FRET. TR-FRET gp120-PG9 antibody binding. inhibition, % at 6.7 µM. hit rate 0.43% among 360,000. AID 624416, 2012; in the data active = inhibition above about 8.5%
# hgDAF12 agonist: H. glycines DAF-12 receptor agonists, primary screen, cell-based, luminescence, HEK293, GAL4 fusion, UAS-luciferase | activation, % at 6.8 µM | hit rate 1.8% among 370,000 | AID 687014, 2013 | HEK293 GAL4-hgDAF12 UAS-luciferase reporter, agonist luminescence; normalized to butyrate control;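 active = activation above a cutoff set at the mean of all screened compounds plus 3 SD, cut at about 10% in these data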;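 also: 0% = DMSO wells and 100% = sodium butyrate wells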
# ssDAF12 agonist: S. stercoralis DAF-12 nuclear receptor activators, primary screen, cell-based, luminescence, HEK293, GRIP1 co-expression, lit1-tk-luc | hit rate 1% among 370,000 | AID 652126, 2013 | activation, % at 6.8 µM | HEK293 ssDAF-12/GRIP1 lit1-tk-luc reporter; % of 3 µM dafachronic acid response | Nuclear hormone receptor DAF-12 (Strongyloides stercoralis);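 active = activation above the mean over all tested compounds plus 3 SD, cut at about 0.9% in these data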;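 also: 0% = DMSO-only wells and 100% = 3 µM delta7-dafachronic acid wells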
# FXN GAA850 act: FXN promoter activators, primary screen, cell-based, luciferase luminescence, HEK293 lucGAA850. AID 540364, 2011. activation, % at 6 µM. HEK293 lucGAA850 FXN promoter luciferase reporter, 24 h; percent of 10 µM SAHA response. hit rate 0.56% among 360,000;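 active = activation above the average of all compounds screened plus 3 SD, cutoff fixed separately per campaign, cut at about 7.5% in these data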;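 also: 0% = DMSO wells and 100% = 10 µM SAHA wells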
# SMARCA2 act: SMARCA2 (BRM) function activators, primary screen, cell-based, luminescence, high throughput; activation, % at 9.1 µM; MG213 cells, MMTV-luciferase reporter, dexamethasone, overnight; hit rate 1% among 370,000; in the data active = activation above about 7.8%;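 also: 0% = vehicle wells and 100% = reference activator wells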
# NR1D1 modulator: modulators of Rev-erb alpha DNA binding, primary screen, biochemical, FITC-DNA, fluorescence polarization, uHTS; hit rate 0.79% among 370,000; Rev-erbα–FITC-DNA binding, 90 min; AID 1259318, 2017; activity, % at 10 µM;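 active = activity above about 14%, limit read from the data; passing the limit was not always enough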;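 also: 0% = DMSO wells with 35 nM protein and 100% = DMSO wells with 750 nM protein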
# * hit, by the source's call; / = not tested or not shown.
compound	DAX1 inh-1	PLCb3 inh	DAX1 inh-2	sPLA2-III inh	hcDAF12 agonist	PG9 Ab binder	hgDAF12 agonist	ssDAF12 agonist	FXN GAA850 act	SMARCA2 act	NR1D1 modulator
O=C(O)c1[nH]c2ccccc2c1C(c1cccc(O)c1)c1c(C(=O)O)[nH]c2ccccc12	0.2	-12	0.1	-52	6.9*	-3.1	1.5	0.0	2.1	-1	-3
Cc1ccc(S(=O)(=O)NC(=O)Nc2nnc(C)s2)cc1	2.3	3	0.0	4	-1.2	1.5	2.6	-1.0	-2.6	7	9
COc1ccc(N2CCN(C3CCCN(C(=O)CN4CCCC4=O)C3)CC2)cc1 (configuration not stated)	0.0	-7	0.0	11	-1.3	-0.6	0.4	-0.5	0.1	-4	-3
CCOC(=O)c1sc(Nc2nc(OC)cc(OC)n2)nc1C	/	-5	-0.5	-2	2.8	2.3	-1.1	-0.1	/	-1	-1
COc1ccc(CC(N)c2csc(Nc3nccc(C(F)(F)F)n3)n2)cc1 (configuration not stated)	/	1	-0.1	15	-0.1	-0.5	1.1	-1.3	-1.5	-2	-7
Nc1nc(COc2ccc3ccccc3c2)cs1	1.9	4	0.5	-2	-0.5	-3.1	7.4	-1.2	3.3	7	1
Cc1cccc(-n2cnc(C(=O)NNC(=S)Nc3ccccc3)c2)n1	0.1	-9	0.7	38*	-0.6	2.7	1.9	-1.8	0.3	-3	2
O=C(NC(Cc1ccccc1)C(=O)N1CCN(c2ccccn2)CC1)c1ccco1 (configuration not stated)	-0.2	-1	1.4	0	-1.0	0.0	-0.4	-1.2	-2.5	-2	-6
COc1ccc(CCNC(=S)NC(=O)c2ccccc2)cc1C	2.4	-2	-0.1	-15	-1.5	-1.7	-3.2	-1.6	0.4	0	1
COc1cc(NC(=O)CSCc2ccc(Cl)cc2)c(C(=O)O)cc1OC	-0.4	-13	0.3	7	0.6	0.1	-0.2	-0.8	-0.5	-2	-3
COC(=O)CN1C(=S)N(C)C(=O)/C1=C/c1cccs1	-1.5	0	0.5	13	-1.6	-1.3	0.3	-1.6	0.7	-1	0
CCN1CCN(C(=O)C2CCN(S(=O)(=O)c3ccc(Br)cc3)CC2)CC1	-0.5	2	-0.8	0	1.4	-2.3	-1.4	-0.8	1.6	4	0
CCN(CC)S(=O)(=O)c1ccc(C)c(NC(=S)NC2CCCCC2)c1	-1.1	7	-0.9	-2	0.8	0.4	0.3	-1.0	0.8	-4	-6
CC(C)NS(=O)(=O)c1ccc(OCC(=O)Nc2ccc3c(c2)OCO3)c(Cl)c1	0.4	1	-2.0	-33	-1.2	-1.9	-1.4	-1.4	0.9	0	-4
Cc1ccc2nc(NCc3ccc(F)cc3)c3nncn3c2c1	2.5	-3	-0.3	-3	0.2	-1.5	-1.2	-0.8	2.3	-2	-2
Cc1cc(C)n2c(SCC(=O)Nc3cc(C)on3)nnc2n1	-1.1	-63	0.2	8	-1.8	-2.5	0.2	-1.1	1.1	0	8
CCN(CC)S(=O)(=O)c1ccc(N)cc1	-0.2	-6	0.3	2	-0.4	-1.4	-2.3	-0.2	0.2	-4	4
CCCn1cnc2cc(NC(=O)c3cccs3)ccc21	1.8	-2	1.5	-1	3.1	0.3	13*	-0.2	3.5	0	1
COCC(C)n1c(C)cc(C(=O)COC(=O)c2nn(C)c(=O)c3ccccc23)c1C (configuration not stated)	-0.4	-1	-0.6	-3	-1.6	2.0	-0.7	-1.5	-1.0	-3	-3
C[C@]12CCC(=O)C=C1C=C[C@@H]1[C@@H]2CC[C@@]2(C)[C@H]1CC[C@@]21CCC(=O)O1	0.1	-1	-0.1	6	-0.3	-2.8	-0.9	-1.1	3.9	1	2

# Sorted by count of non-hydrogen atoms (lowest first): part of the list above
compound	DAX1 inh-1	PLCb3 inh	DAX1 inh-2	sPLA2-III inh	hcDAF12 agonist	PG9 Ab binder	hgDAF12 agonist	ssDAF12 agonist	FXN GAA850 act	SMARCA2 act	NR1D1 modulator
CCN(CC)S(=O)(=O)c1ccc(N)cc1	-0.2	-6	0.3	2	-0.4	-1.4	-2.3	-0.2	0.2	-4	4
COC(=O)CN1C(=S)N(C)C(=O)/C1=C/c1cccs1	-1.5	0	0.5	13	-1.6	-1.3	0.3	-1.6	0.7	-1	0
CCCn1cnc2cc(NC(=O)c3cccs3)ccc21	1.8	-2	1.5	-1	3.1	0.3	13*	-0.2	3.5	0	1
C[C@]12CCC(=O)C=C1C=C[C@@H]1[C@@H]2CC[C@@]2(C)[C@H]1CC[C@@]21CCC(=O)O1	0.1	-1	-0.1	6	-0.3	-2.8	-0.9	-1.1	3.9	1	2
CCN1CCN(C(=O)C2CCN(S(=O)(=O)c3ccc(Br)cc3)CC2)CC1	-0.5	2	-0.8	0	1.4	-2.3	-1.4	-0.8	1.6	4	0
CC(C)NS(=O)(=O)c1ccc(OCC(=O)Nc2ccc3c(c2)OCO3)c(Cl)c1	0.4	1	-2.0	-33	-1.2	-1.9	-1.4	-1.4	0.9	0	-4
COCC(C)n1c(C)cc(C(=O)COC(=O)c2nn(C)c(=O)c3ccccc23)c1C (configuration not stated)	-0.4	-1	-0.6	-3	-1.6	2.0	-0.7	-1.5	-1.0	-3	-3

# Continuation.
compound	DAX1 inh-1	PLCb3 inh	DAX1 inh-2	sPLA2-III inh	hcDAF12 agonist	PG9 Ab binder	hgDAF12 agonist	ssDAF12 agonist	FXN GAA850 act	SMARCA2 act	NR1D1 modulator
CN1C(=O)c2ccc(C(=O)Nc3cccnc3)cc2C1=O	-0.4	-5	0.4	4	3.6	-0.2	0.1	-0.9	-1.3	-1	-2
O=C(Nc1ccnn1C1CCN(Cc2cccc(OCCO)c2)CC1)c1cccc(F)c1	0.2	-8	-0.6	6	0.4	-0.4	1.1	-0.7	-1.0	1	2
O=C(Cc1ccc(NC(=O)C2CCCN(C(=O)CCc3ccccc3)C2)cc1)Nc1cccc(C(=O)N2CCCC2)c1 (configuration not stated)	-0.6	-2	-0.5	-13	-1.0	0.5	2.2	-0.9	-2.2	-4	-5
O=C(NCc1ccco1)C(=O)NCc1ccccc1Cl	0.7	-1	-0.5	14	-0.1	0.4	2.3	-0.3	0.1	-2	1
CC(C)(C)[C@H]1CCC(=O)N([C@H](CSc2ccc(Br)cc2)Cc2ccccc2)CC1	0.4	3	0.3	2	0.2	-1.3	0.2	-1.0	0.0	0	-3
Cc1ccc(N/C=C/C(=O)c2ccccc2)cc1C	0.2	-28	5.2*	-24	15*	0.9	20*	3.0*	0.1	15*	2
Cc1nnc2c3ccccc3c(-c3cccs3)nn12	1.9	-2	-0.1	-2	-0.2	-0.2	-1.6	-1.4	-0.5	-3	2
CCn1c(SCC(=O)NC(=O)c2ccccc2OC)nc2ccccc21	0.7	-12	-1.3	8	0.7	-1.1	-2.4	0.2	1.5	-2	0
COc1ccc(OC)c(NC(=O)c2ccc(-c3cccs3)cc2)c1	-0.5	-70	-0.1	-6	1.8	-0.3	2.2	-1.1	2.2	-4	7
COc1ccccc1/C=C/C(=O)NCc1cccnc1	-0.5	-18	-0.3	14	1.1	-1.5	2.6	-2.0	-0.3	-2	-1
CCCc1[nH]nc2c1C(c1ccoc1)C(C#N)=C(N)O2 (configuration not stated)	-1.2	-2	0.5	0	2.1	-0.6	1.0	-0.6	0.6	-2	0
COc1cccc(/C=C/C(=O)NNC(=O)c2ccco2)c1OC	0.7	-26	4.9*	0	3.7	-0.1	9.9	0.2	3.5	7	0
O=C(c1[nH]c(C(F)(F)F)nc1-c1ccccc1)N1CCN(C/C=C/c2ccccc2)CC1	/	-5	0.2	-8	0.6	-0.6	0.1	-0.5	/	-2	-7
CC(C)CN(CC(C)C)CC(O)COc1ccc([N+](=O)[O-])cc1 (configuration not stated)	-1.0	4	0.4	3	0.0	-3.1	-1.4	-0.6	-4.3	-2	-1
COc1cccc2c(C)c(C(=O)O)[nH]c12	-2.7	-56	-1.8	-2	0.8	-1.6	-5.7	-1.2	-6.9	-7	1
O=C(NC1=CC(=O)c2ccccc2C1=O)c1ccccc1	-4.0	6	-6.3	6	-0.2	-0.8	-6.5	-1.1	-16	-14	2
CNC(=O)Nc1ccc(S(N)(=O)=O)cc1	0.4	-2	-0.3	1	-0.9	1.7	-1.2	-1.2	0.7	1	-1
O=C(Nc1ccc(F)cc1)Nc1cnccn1	0.7	-6	-0.5	8	-1.2	0.8	0.3	-0.3	1.0	-2	9
N#Cc1nc(-c2ccccc2)oc1NCCN1CCCCC1	2.5	-419	-0.5	-1	0.6	0.7	0.7	-0.6	-0.1	2	0
CN(C)c1nc(-c2cccnc2)nc(-c2ccc(Cl)cc2)c1C#N	1.4	-8	-0.5	1	-0.4	1.4	-3.0	0.8	0.8	-4	18
CC(=O)Nc1sc(C)c(C)c1C(=O)OCC(=O)Nc1ccccc1C(F)(F)F	1.7	0	0.6	2	0.8	-0.7	11*	-1.4	0.3	4	15
O=C(Nc1cccc(Cl)c1Cl)c1csc([C@H]2C[C@H](O)[C@@H](CO)O2)n1	/	-1	2.1	4	4.8	-1.5	15*	0.4	3.9	1	0
O=C(CCCl)Nc1nc2c(s1)CCc1ccccc1-2	-3.1	-1	-1.4	-8	0.4	1.5	-6.7	-0.7	-2.7	-2	-7
Nc1cccc(C(=O)Nc2ccco2)c1	2.9	2	-0.1	2	1.1	-0.1	0.9	-0.6	0.2	0	5
CCOC(=O)c1sc2nc(C)nc(Nc3ccccc3)c2c1C	-0.7	4	-0.5	2	-0.8	-0.8	2.2	-0.9	-0.3	0	-1
COc1ccc(NC(=S)N2CCCC(c3nc4ccc(C)cc4[nH]3)C2)c(OC)c1 (configuration not stated)	-0.1	6	-0.8	5	-1.1	-2.1	1.8	-1.2	-1.3	-2	0

# Compounds were not picked by outcome; overall some 7% were active at least once.
